# Screening results deposited in PubChem by several laboratories.
# Hck Nef HTS: inhibitors of human Hck kinase activated by Nef | inhibition, % at 20 µM | P08631 | 220,000 compounds, 0.68% hits | Recombinant Hck-YEEI plus Nef, Z-Lyte FRET kinase assay;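 active = Hck-Nef kinase inhibition above about 50%, limit read from the data; inactive = inhibition below that limit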;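 also: 0% = DMSO with Hck plus Nef and 100% = Hck alone without Nef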
# p97 inhibitor: inhibitors of human p97 ATPase. P55072. recombinant p97 ATPase, Kinase-Glo ATP luminescence, 3 h. inhibition, % at 8 µM. 220,000 compounds, 0.42% hits; in the data active = inhibition above about 15%;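 also: 0% = DMSO vehicle and 100% = wells lacking enzyme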
# Target sequence (P55072 whole entry, looked up): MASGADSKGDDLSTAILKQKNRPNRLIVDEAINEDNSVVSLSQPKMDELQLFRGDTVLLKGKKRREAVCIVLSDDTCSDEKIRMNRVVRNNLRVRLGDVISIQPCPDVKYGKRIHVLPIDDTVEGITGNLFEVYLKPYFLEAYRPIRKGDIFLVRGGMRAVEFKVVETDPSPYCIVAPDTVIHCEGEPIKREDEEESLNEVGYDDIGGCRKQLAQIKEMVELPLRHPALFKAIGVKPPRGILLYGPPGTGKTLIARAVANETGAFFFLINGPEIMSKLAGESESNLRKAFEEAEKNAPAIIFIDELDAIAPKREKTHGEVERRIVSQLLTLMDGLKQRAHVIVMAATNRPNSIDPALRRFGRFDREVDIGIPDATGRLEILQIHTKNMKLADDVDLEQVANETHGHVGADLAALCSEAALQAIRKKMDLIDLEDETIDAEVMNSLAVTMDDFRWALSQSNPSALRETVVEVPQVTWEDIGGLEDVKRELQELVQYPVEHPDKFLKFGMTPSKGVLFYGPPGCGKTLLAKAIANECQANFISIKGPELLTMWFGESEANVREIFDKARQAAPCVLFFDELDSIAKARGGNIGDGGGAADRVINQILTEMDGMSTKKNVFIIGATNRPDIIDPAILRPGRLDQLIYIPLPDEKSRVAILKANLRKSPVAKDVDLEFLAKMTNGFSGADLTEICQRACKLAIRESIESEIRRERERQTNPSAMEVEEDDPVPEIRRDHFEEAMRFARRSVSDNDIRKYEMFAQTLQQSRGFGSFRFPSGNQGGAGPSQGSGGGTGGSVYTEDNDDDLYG
# Runt-CBFb FRET: inhibitors of human RUNX1 Runt domain binding to CBFb; Cerulean-Runt/Venus-CBFb FRET ratio 530/480, 1 h; AID 1496; 220,000 compounds, 0.46% hits; Q01196+Q13951; inhibition, % at 20 µM;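 active = inhibition over about 50% at 20 µM in the single-dose screen, limit read from the data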;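 also: 0% = DMSO wells and 100% = excess unlabeled CBFb competitor control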
#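 Buffer or medium: Tris pH 7.5 buffer with BSA. Assay system: Cerulean-labeled Runt domain protein. Amount: each fluorescent fusion protein 100 nM. Read-out basis: loss of energy transfer signal. Incubation: 1 h compound exposure, room temperature. Probe or stimulus: Venus-CBFb binding partner, 100 nM. Detection: FRET, excitation 422 nm, emission at 530 and 480 nm.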
# RBBP9 inhibitor: human RBBP9 hydrolase inhibition; O75884; recombinant RBBP9, FP-Rh probe fluorescence polarization; inhibition, % at 7.94 µM; 220,000 compounds, 0.2% hits;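 active = inhibition above the campaign mean of all tested compounds plus 3 SD, cut at about 14% in these data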;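 also: plate controls were DMSO wells with RBBP9 for no effect and wells lacking RBBP9 protein for full effect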
# Target sequence (O75884 whole entry, looked up): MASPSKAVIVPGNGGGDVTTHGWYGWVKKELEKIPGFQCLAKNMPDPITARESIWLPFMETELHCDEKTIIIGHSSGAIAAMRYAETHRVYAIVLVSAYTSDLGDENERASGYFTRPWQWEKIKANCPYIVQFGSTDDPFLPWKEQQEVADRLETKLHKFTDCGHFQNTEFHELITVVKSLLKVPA
#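 Controls: DMSO-treated enzyme wells and wells lacking RBBP9 | Material: RBBP9 protein | Technique: Fluorescence polarization | Replication: Single well per compound, no replicates | Buffer or medium: Tris-NaCl-Pluronic buffer, pH 8.0 | Timing: 30 min compound preincubation, 45 min probe labeling, 25 °C | Read-out basis: Percent inhibition from mP, scaled between DMSO and no-protein wells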
# NPY-Y2 PAM-ag: potentiators or agonists of human neuropeptide Y receptor Y2; P49146; cells expressing NPY-Y2, potentiator/agonist read-out; activation, % at 3.6 µM; 220,000 compounds, 0.45% hits; AID 1359; in the data active = activation above about 27%;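 also: cells stimulated with NPY near EC25 plus isoproterenol at EC100; 0% = vehicle plus submaximal agonist and 100% = vehicle plus saturating agonist; some results beyond the cut were filed as inactive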
# NPY-Y1 PAM-ag: potentiators or agonists of human neuropeptide Y receptor Y1. activation, % at 3.6 µM. 220,000 compounds, 0.37% hits. AID 1304. NPY-Y1 expressing cells, potentiator/agonist activation. P25929; in the data active = activation above about 33%, passing the limit was not always enough;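 also: cells stimulated with NPY at EC10 then isoproterenol at EC100; 0% = low agonist plus stimulus and 100% = saturating agonist plus stimulus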
# Runt-SMMHC FRET: inhibitors of human RUNX1 Runt domain binding to CBFb-SMMHC; AID 1434; 220,000 compounds, 0.74% hits; Cerulean-Runt/Venus-CBFb-SMMHC FRET ratio 530/480, 1 h; inhibition, % at 20 µM; Q01196+Q13951;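 active = mean inhibition across duplicate retests at 20 µM reaching about 50%, limit read from the data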;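 also: 0% = DMSO wells and 100% = wells with excess untagged CBFb-SMMHC; inhibitors lower the FRET ratio by blocking Runt binding to CBFb-SMMHC; some results filed as inactive read as strong as hits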
# NPY Y1 blocker: antagonists of human neuropeptide Y receptor Y1; P25929; HEK293-CNG Y1 cells, membrane potential fluorescence; NPY at EC95, then isoproterenol; inhibition, % at 3.6 µM; 200,000 compounds, 1% hits;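 active = inhibition above the campaign mean inhibition of all tested compounds plus 3 SD, cut at about 20% in these data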;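 also: 0% = DMSO wells given NPY plus isoproterenol and 100% = isoproterenol alone without NPY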
#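 Test system – HEK293 Y1/CNG channel cell line · Also added – NPY agonist 25 nM, then isoproterenol 1 µM plus Ro 20-1724 25 µM · Compound dosing – one concentration, 3.6 µM, in 0.4% DMSO · Schedule – compound incubation 1 h at room temperature, readout 45 min post-stimulation · Technique – fluorescence, membrane potential probe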
# Mdm2 ligase inh: blocks human Mdm2 ubiquitin ligase activity; Q00987; cell-based MDM2 ubiquitination luciferase reporter, 2 h; 0 = plate control, 100 = twice control, blank-subtracted; signal enhancement, % at 5 µM; 210,000 compounds, 0.11% hits; AID 1230;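 active = signal enhancement of 30% or more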;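 also: luminescence tracks abundance of the self-degrading MDM2-luciferase fusion protein; higher signal means inhibition of MDM2 E3 ligase activity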
#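 Assay system: stable mammalian line carrying autodegrading MDM2–luciferase fusion reporter; amount: 2000 cells seeded into each well; buffer or medium: DMEM; benchmarks: plate control and blank wells; signal: luciferase luminescence; timing: 2 h compound exposure at 37 °C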
# * hit, by the source's call; nt = no result given. Random draw from the library; overall some 3.5% were active at least once.
SMILES,Hck Nef HTS,p97 inhibitor,Runt-CBFb FRET,RBBP9 inhibitor,NPY-Y2 PAM-ag,NPY-Y1 PAM-ag,Runt-SMMHC FRET,NPY Y1 blocker,Mdm2 ligase inh
CCOCCCNC(=O)CCNC(=O)c1cc(OC)c(OC)c(OC)c1,-1.7,4.8,0.4,1.3,14.6,4.0,4.8,5.6,8.4
Cc1ccc(C(=O)NCc2ccccn2)cc1Cl,16.6,2.3,0.9,-1.4,5.9,6.0,-0.7,-0.2,-3.9
Cc1ccc2oc(=O)c3cnn(CC(=O)N4CCN(c5ccccc5)CC4)c3c2c1,-0.1,-5.2,-2.2,-3.9,-3.8,-0.2,4.7,-0.5,-4.2
COc1ccccc1C(=O)NCC(=O)NC1CCCc2ccccc21 (configuration not stated),11.5,2.2,-0.4,-9.3,-1.0,-1.3,-1.4,5.2,-4.1
Clc1ccc(-c2nc(NCCCN3CCOCC3)c3ccccc3n2)cc1,30.2,1.0,-3.2,-6.8,18.1,26.2,-0.2,nt,-6.8
CCOC(=O)c1sc(NC(=O)C(C)Sc2nc(N)cc(=O)[nH]2)nc1C (configuration not stated),15.2,5.4,0.7,-6.7,1.7,4.7,-3.5,1.2,0.4
CCC(C)(C(=O)NC1CCCCC1)N(C(=O)CNC(=O)c1ccccc1)c1c(C)n(C)n(-c2ccccc2)c1=O (configuration not stated),-0.3,2.0,0.2,3.5,1.8,-6.3,-2.4,-2.7,-6.4
Cn1cc(Cl)c(C(=O)OCC(=O)Nc2nc(-c3ccc(Br)cc3)cs2)n1,1.1,-6.9,-1.3,-2.8,-4.8,-13.8,-5.1,2.8,-4.9
CCCCN(C)CCCNC(=O)CN1C(=O)CSc2ccc(S(=O)(=O)N3CCOCC3)cc21,-10.5,-4.8,-1.3,-6.7,-11.9,9.1,-0.1,6.4,-5.5
c1cc2c(cc1C1CCCN1)OCCCO2 (configuration not stated),0.6,2.1,-1.3,1.2,14.7,3.0,4.6,0.6,-2.6
CCC(CC)NC(=O)CO/N=C/c1ccccc1OC(F)F,-2.2,0.0,-1.0,0.4,13.5,30.1,-0.6,2.0,0.4
CCc1ccc(/C=N/Nc2ncnc3nc[nH]c23)cc1,94.9*,-5.4,0.6,-6.6,2.4,-11.3,1.5,nt,-47.5
CCOc1ccc(N(CC(=O)OC)S(=O)(=O)c2c(C)noc2C)cc1,2.5,1.4,1.9,1.6,-3.6,5.3,0.0,4.0,-0.7
[N-]=C=C1C(=O)NC(=O)C([n+]2ccc(-c3ccncc3)cc2)C1c1ccccc1C(F)(F)F (configuration not stated),8.4,5.9,6.8,-3.2,10.0,5.9,26.6,nt,-12.3
Cn1nc(-c2ccccc2)c(CN2CCN(c3ncccn3)CC2)c1Cl,-6.2,0.0,-1.8,-6.5,-3.7,-16.0,2.0,4.4,-9.8
O=C(Nc1ccc(-n2cnnn2)cc1)C1CCCCC1,3.6,-1.1,1.4,-7.5,-21.8,-24.7,-4.0,9.7,nt
CCOC(=O)C(NCc1ccc2c(c1)OCO2)(NC(=O)c1ccccc1)C(F)(F)F (configuration not stated),-0.2,5.5,-0.9,-7.8,-6.8,10.6,3.5,-3.2,-4.5
Cc1cc(C)c2sc(N(CCCN(C)C)C(=O)c3ccc(Br)s3)nc2c1,20.3,-0.2,-1.6,-3.5,36.9*,15.0,5.0,14.8,-17.4
NC(=S)N/N=C/c1ccc(/C=N/NC(N)=S)cc1,10.5,6.6,0.6,8.3,7.6,14.0,-1.0,nt,-3.7
Cc1scc(C(=O)Nn2cnnc2)c1-c1ccccc1,0.4,0.7,2.6,-3.3,-13.9,-6.9,3.0,-6.5,-12.1
CCn1c(SC/C=C/c2ccccc2)nnc1-c1cnccn1,6.8,1.7,0.8,-8.0,-3.3,-25.0,1.9,14.8,12.1
Brc1cccc(CSc2nnc(-c3ccncc3)o2)c1,-6.9,2.7,-1.3,-0.3,0.0,-7.9,0.8,1.4,-26.6
Cc1nc(C)c(N)c(=O)[nH]1,-5.1,5.6,-0.8,1.1,-3.0,-6.1,0.3,3.2,3.4
C/C(CC(=O)NC1CCCC1)=N\NC(=O)Cc1csc(N)n1,-0.9,-5.3,-3.6,-4.8,11.3,14.2,0.9,1.4,-6.8
Cc1cc(C)n(CCNC(=O)CCc2nnc(CCc3ccccc3)o2)n1,12.3,2.1,0.2,1.5,-5.1,7.8,1.5,-2.5,6.0
SMILES,Hck Nef HTS,p97 inhibitor,Runt-CBFb FRET,RBBP9 inhibitor,NPY-Y2 PAM-ag,NPY-Y1 PAM-ag,Runt-SMMHC FRET,NPY Y1 blocker,Mdm2 ligase inh
Cc1ccccc1S(=O)(=O)Nc1nc2ccccc2nc1N1CCc2ccccc2C1,2.1,-2.6,2.6,-3.5,-10.8,-27.5,3.3,9.6,-13.6
Cc1ccc2[nH]c3c(c2c1)CN(C(=O)CN(C)CC1OCCO1)CC3,-0.4,-5.7,-35.8,-9.1,5.7,-22.6,-98.8,-4.1,-24.9
O=C(COc1ccc2ccccc2c1)N1CCCC1,3.0,2.8,2.5,-0.9,3.7,11.3,0.4,4.6,-18.5
CCCCCCCCCCS(=O)(=O)N/N=C/c1ccc(O)cc1,-1.2,7.1,-6.0,-5.3,-12.1,-11.9,-1.9,5.1,0.6
CC1=CCP(=O)(c2ccccc2)C1 (configuration not stated),1.6,1.1,-0.2,-4.1,7.2,1.0,1.3,2.4,-12.6
Cc1cc(C=C2C(=O)CCCC2=O)c(C)n1-c1ccccc1,2.6,2.1,0.0,-4.8,3.3,-11.1,-11.7,2.2,-7.6
O=C(CNC(=S)N(Cc1ccccc1Cl)C1CCCC1)NCCN1CCOCC1,22.4,0.3,2.6,1.4,-6.0,6.8,-2.1,0.8,-12.0
Cc1ccc(-c2nnn(CC(=O)N3CCCCC3)n2)c(-n2cnnn2)c1,1.1,4.7,1.6,-5.8,15.4,13.9,-1.9,3.3,-16.6
CC(C)(C)c1nn(-c2ccccc2)c2[nH]c(=O)c(CNCc3ccc4c(c3)OCO4)cc12,1.7,2.6,-11.6,4.5,6.5,-19.4,-18.8,12.6,-3.9
Cc1ccc([N+](=O)[O-])cc1NC(=S)NC(=O)c1cccs1,3.2,5.2,2.3,3.5,8.9,5.9,1.4,3.3,-8.2
COc1ccc(CNC(NC(=O)c2ccccc2)(C(F)(F)F)C(F)(F)F)cc1,2.8,-0.1,-2.2,-1.6,-13.8,-1.4,-0.7,4.4,-3.3
CCOC(=O)N1CCN(C(=S)NC(=O)c2ccc(F)cc2)CC1,22.5,1.8,-1.6,-8.6,2.8,3.2,0.6,-3.8,-13.0
O=C(COC(=O)c1cccc(C(F)(F)F)c1)NCc1ccccc1,1.3,1.8,-3.6,-4.2,6.9,13.4,-2.1,-1.6,1.0
Nc1ccccc1Nc1cccc(C(F)(F)F)c1,7.8,4.3,-2.2,-5.5,12.5,22.8,-2.8,-8.0,2.8
COc1ccccc1C(=O)NC(=Nc1nc2ccccc2o1)NC(=O)c1ccccc1OC,11.7,2.6,2.0,1.7,-5.3,-18.8,-2.9,-0.7,-36.8
COC(=O)c1ccc(S(=O)(=O)NCc2ccccc2)n1C,-5.8,10.4,-1.2,6.8,5.9,-14.7,-5.5,nt,-23.4
S=C(c1cn(CCOc2ccccc2)c2ccccc12)N1CCCC1,-0.1,3.0,5.1,-6.0,-0.1,2.3,1.0,5.4,-7.0
c1csc(CNc2ncnc3sccc23)c1,4.2,-1.8,nt,-9.4,6.3,-12.4,nt,-5.9,nt
CCOC(=O)c1ccc2c(c1)nc(SCC(=O)N1CCOCC1)n2CC,10.3,3.5,0.8,-2.7,-0.4,-10.4,1.5,0.6,-4.0
C=CCC(C#Cc1ccccc1)N(C)C (configuration not stated),0.7,-7.8,-0.5,-2.8,-0.5,-4.9,1.2,4.4,11.6
O=C(Nc1ccc(F)cc1)C1CCN(C(=O)c2ccc([N+](=O)[O-])cc2)CC1,24.0,7.6,0.0,-4.3,6.3,2.1,-6.8,3.1,2.2
CCCn1c(SCC(=O)c2c(C)[nH]c(C)c2C(=O)OCC)nc2ccccc21,-2.3,-7.4,-1.9,-12.1,4.2,14.2,-1.8,3.0,-1.6
Cc1ccc(S(=O)(=O)C2(C(=O)N3CCCCC3C)CC2)cc1 (configuration not stated),-0.8,-2.7,-0.8,-15.1,12.0,-25.3,9.2,2.2,-6.2
O=C(CS(=O)(=O)c1ccccc1)Nc1ccc(S(=O)(=O)Nc2ncccn2)cc1,27.4,8.6,-0.4,-4.9,7.6,15.8,-1.5,-3.6,0.8
CC(CCc1ccccc1)NC(=O)c1ccccc1 (configuration not stated),-1.9,-5.3,2.6,-4.3,-10.7,-5.9,-2.3,4.6,-3.9
O=C(NCc1ccccn1)c1cc(-c2ccc(-c3ccccc3)cc2)nc2ccccc12,0.1,8.1,-14.7,-15.6,-8.1,-11.2,-2.3,5.0,-15.2
CCc1nnc(NC(=O)CCNC(=O)c2ccccc2Cl)s1,-9.6,-1.0,2.4,1.2,-14.9,-16.5,1.8,1.2,-11.4
COc1ccc(N(CC(=O)Nc2ccc3c(c2)OCCO3)S(C)(=O)=O)c(OC)c1,-9.6,0.3,-1.6,-9.1,-14.6,1.8,2.7,-1.0,-8.9
O=C(c1cccc(C(F)(F)F)c1)C1CCCN(Cc2cccn2-c2ncccn2)C1 (configuration not stated),2.5,-1.2,-0.8,-9.6,-47.5,-27.7,1.2,33.2*,-5.8

# An excerpt of these results, bar-delimited.
molecule | Hck Nef HTS | p97 inhibitor | Runt-CBFb FRET | RBBP9 inhibitor | NPY-Y2 PAM-ag | NPY-Y1 PAM-ag | Runt-SMMHC FRET | NPY Y1 blocker | Mdm2 ligase inh
COc1ccccc1C(=O)NCC(=O)NC1CCCc2ccccc21 (configuration not stated) | 11.5 | 2.2 | -0.4 | -9.3 | -1.0 | -1.3 | -1.4 | 5.2 | -4.1
Clc1ccc(-c2nc(NCCCN3CCOCC3)c3ccccc3n2)cc1 | 30.2 | 1.0 | -3.2 | -6.8 | 18.1 | 26.2 | -0.2 | nt | -6.8
CCOC(=O)c1sc(NC(=O)C(C)Sc2nc(N)cc(=O)[nH]2)nc1C (configuration not stated) | 15.2 | 5.4 | 0.7 | -6.7 | 1.7 | 4.7 | -3.5 | 1.2 | 0.4
CCC(C)(C(=O)NC1CCCCC1)N(C(=O)CNC(=O)c1ccccc1)c1c(C)n(C)n(-c2ccccc2)c1=O (configuration not stated) | -0.3 | 2.0 | 0.2 | 3.5 | 1.8 | -6.3 | -2.4 | -2.7 | -6.4
